# POLB inh: DNA polymerase beta (human) inhibition. P06746. Pol beta primer extension/strand displacement, fluorescence kinetic. Potency, µM (top dose mostly 114 µM), inactives show at the top dose activity change, negative = inhibition, actives largely listed as inhibitors. actives 1.3% (n = 340,000); also: potency is read from the fitted curve at half-maximal effect; % is scaled to controls: 0 for no effect and ±100 for the full control effect
#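 Pol beta (10 nM) and compounds were preincubated 15 min at room temperature, then 50 nM substrate (final) started primer extension/strand displacement. Reads were taken at 0 and 10 min; concentration-response data were fitted to a four-parameter Hill equation.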
# 12-LOX inh: ALOX12 (human) lipoxygenase inhibition; P18054; purified 12hLO, xylenol orange hydroperoxide absorbance; Potency, µM (highest dose often 108 µM), for the others: at the highest dose activity change, negative = inhibition, usual class: inhibitors; actives 1.1% (n = 580,000); AID 1671190; also: potency is read from the fitted curve at half-maximal effect; % is scaled to controls: 0 for no effect and ±100 for the full control effect
#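 Purified human 12hLO at 150 nM in 25 mM Hepes, 0.01% Triton X-100, pH 7.0, preincubated 15 min at room temperature with compound. Reaction started with 40 uM arachidonic acid, 30 min at room temperature. Hydroperoxide measured by Fe-xylenol orange, 573/405 nm absorbance ratio.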
# LDHA inh: blocks human lactate dehydrogenase A | P00338 | activity change, % (values are at about 110 or 230 µM) | purified LDHA, NADH/diaphorase-resazurin fluorescence; hits give low values | actives 0.15% (n = 480,000) | AID 1347041; in the data active = activity change below about -30%; inconclusive = mostly about -25% to -30%;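 also: plate controls were DMSO wells for no effect and wells without enzyme for full effect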
#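 Remaining NADH was detected by diaphorase (0.133 mg/mL) converting 37 µM resazurin to fluorescent resorufin, read at 0 and 20 minutes. The preceding 5-minute room-temperature reaction used 2 nM LDHA, 0.2 mM sodium pyruvate and 0.06 mM NADH at pH 7.4.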
# Pol kappa inh: blocks human DNA polymerase kappa activity | purified Pol kappa, fluorescent DNA synthesis assay, 10 min | Potency, µM (titrated, usually from 107 µM), inactives show at the top dose activity, negative = inhibition, usual class: inhibitors | Q9UBT6 | actives 0.53% (n = 400,000); also: potency is read from the fitted curve at half-maximal effect; % is scaled to controls: 0 for no effect and ±100 for the full control effect
#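 First, compounds were pin-transferred onto 10 nM Pol kappa. After 15 min at room temperature, substrate was added to 50 nM final. Fluorescence was then measured kinetically at 0 and 10 min.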
# Anesthetic bind: candidate novel general anesthetic via apoferritin binding | Potency, µM (titrated, usually from 77.5 µM), without a hit: top-dose activity change, negative = displacement, most hits filed as inhibitors | P02791 | apoferritin/1-aminoanthracene competitive binding, fluorescence | actives 0.074% (n = 350,000); also: potency is read from the fitted curve at half-maximal effect; % is scaled to controls: 0 for no effect and ±100 for the full control effect; nearly all actives have a fitted effect of over 20% in size
# Target sequence (P02791 2-175 limits assumed): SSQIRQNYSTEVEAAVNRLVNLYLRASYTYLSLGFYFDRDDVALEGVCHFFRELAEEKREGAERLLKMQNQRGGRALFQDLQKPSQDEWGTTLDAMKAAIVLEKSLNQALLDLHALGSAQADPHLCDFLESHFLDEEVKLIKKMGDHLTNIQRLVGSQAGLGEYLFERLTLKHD
#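 Horse-spleen apoferritin (10 uM) in 50% saturated 1-aminoanthracene in PBS was incubated 10 min at room temperature with compound. Fluorescence (ex 380, em 535 nm) was normalized to free and bound 1-AMA, with concentration-response fitted by a four-parameter Hill equation.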
# POLH inh: inhibitors of human DNA polymerase eta | Q9Y253 | recombinant Pol eta, fluorescent DNA replication assay | Potency, µM (series often up to 114 µM), without a hit: top-dose activity change, negative = inhibition, actives largely listed as inhibitors | actives 1.2% (n = 390,000); also: potency is read from the fitted curve at half-maximal effect; % is scaled to controls: 0 for no effect and ±100 for the full control effect
#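 Pol eta at 10 nM preincubated with compounds 15 min at room temperature; reaction started with fluorescent substrate (50 nM final) and read kinetically at 0 and 10 min.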
# APE1 inh: APE1 (human) endonuclease inhibition; recombinant APE1, TAMRA/BHQ-2 abasic DNA cleavage fluorescence; Potency, µM (titrated, usually from 65.8 µM), inactives show at the top dose activity change, negative = inhibition, hits mostly inhibitors; actives 0.35% (n = 350,000); AID 2517;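 also: potency is read from the fitted curve at half-maximal effect; plate controls were vehicle for no effect and reference inhibitor for full effect; nearly all actives have a fitted effect of over 55% in size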
# Target sequence (P27695 whole entry, looked up): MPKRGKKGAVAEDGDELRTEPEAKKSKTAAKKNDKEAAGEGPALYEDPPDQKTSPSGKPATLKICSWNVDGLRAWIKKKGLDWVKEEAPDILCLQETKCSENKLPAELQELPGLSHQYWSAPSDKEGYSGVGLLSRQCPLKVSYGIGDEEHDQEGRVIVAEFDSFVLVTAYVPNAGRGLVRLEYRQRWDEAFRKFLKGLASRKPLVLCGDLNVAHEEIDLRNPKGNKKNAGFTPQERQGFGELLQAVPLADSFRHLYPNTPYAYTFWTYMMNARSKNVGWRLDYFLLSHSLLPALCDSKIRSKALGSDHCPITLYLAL
#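 Substrate: short duplex with […] THF abasic site, 5'-TAMRA and 3'-BHQ-2, 50 nM final. APE1 at 0.75 nM, preincubated 15 min RT with compound. Fluorescence increase from first to third read measured activity.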
# ERG Ets-DNA blk: blocks human ERG Ets domain binding to DNA | P11308 | fluorescence polarization, His-ERG Ets domain / labelled DNA | Potency, µM (series often up to 76.9 µM), for inactives: at the top dose FP activity, negative = inhibition, hits mostly inhibitors | actives 0.028% (n = 370,000); active = well fitted inhibition curve with a large enough effect in the polarisation, with a control signal flat; inconclusive = small, poorly fitted or top-dose-only effect, or effect the other way, or a change in a side signal; inactive = no such curve, though single readings can be large or run the other way; the % refers to the polarisation;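 also: polarization taken with two DNA probes labelled with fluorescein and Texas red; potency is read from the fitted curve at half-maximal effect; % of control where 0% means no effect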
# Target sequence (P11308 whole entry, looked up, the tested form may be a part): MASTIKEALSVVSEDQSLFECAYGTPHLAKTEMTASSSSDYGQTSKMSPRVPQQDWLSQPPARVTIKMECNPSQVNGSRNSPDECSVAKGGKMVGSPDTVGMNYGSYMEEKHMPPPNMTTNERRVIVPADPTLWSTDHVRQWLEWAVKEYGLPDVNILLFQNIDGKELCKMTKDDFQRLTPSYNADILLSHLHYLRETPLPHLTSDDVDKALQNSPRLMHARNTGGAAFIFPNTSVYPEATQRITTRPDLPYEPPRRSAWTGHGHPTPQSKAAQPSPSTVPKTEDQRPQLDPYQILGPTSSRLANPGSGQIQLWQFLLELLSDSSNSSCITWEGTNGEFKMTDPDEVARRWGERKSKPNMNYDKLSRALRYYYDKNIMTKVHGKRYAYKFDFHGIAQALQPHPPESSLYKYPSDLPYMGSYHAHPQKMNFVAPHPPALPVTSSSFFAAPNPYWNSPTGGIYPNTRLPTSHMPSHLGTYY
#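 His-tagged ERG Ets domain (1 uM in the protein solution; 300mM KCl, 50mM Tris-HCl, 1mM EDTA, 1mM DTT, pH 7.5) received compound, then a probe mix of 5 nM fluorescein-DNA and 100nM Texas-615-DNA. Fluorescence polarization was read for both dyes.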
# RGS4 inhibitor: inhibitors of human regulator of G protein signaling 4 | actives 0.039% (n = 390,000) | Potency, µM (doses to about 114 µM), inactives show at the top dose activity change, negative = inhibition, usual class: inhibitors | AID 504845 | Transcreener GDP fluorescence polarization, RGS4-accelerated GTP hydrolysis; also: potency is read from the fitted curve at half-maximal effect; % is scaled to controls: 0 for no effect and ±100 for the full control effect; nearly all actives have a fitted effect of over 75% in size; some results filed as inactive show a strong effect at the top dose
#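 MLSMR compounds (23 nl, pin-transferred) preincubated 10 min at room temperature with a 500nM (2x) first reagent, then RGS4 at 900nM (2x) plus Transcreener GDP mix added; fluorescence polarization (620/688 nm) read before and after 90 min at 30 °C.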
# * = called active by the depositor; ? = inconclusive; / = not tested or not shown; & = joins results of further samples; [ ] = remark or other dose. Unless noted, calls follow the shape of the dose curve; as a rule, active = well fitted curve in the direction sought with a large enough effect; inconclusive = small, poorly fitted or top-dose-only effect, or another doubt; inactive = no such curve, though single readings can be large; an effect the other way counts as inactive or inconclusive. The list is partial (hit frequency here may not be typical).
# Every second line gives: POLB inh | 12-LOX inh | LDHA inh | Pol kappa inh | Anesthetic bind | POLH inh | APE1 inh | ERG Ets-DNA blk | RGS4 inhibitor
> COc1ccc(-c2ccc(C#N)c(SCC(=O)Nc3sc4c(c3C#N)CCC4)n2)cc1
  -28% | 35%[activator] | -3 | -5% | -13% | 12% | -6% | 9% | 4%
> CC(C)(C)NC(NC(=O)Cc1ccccc1)C(Cl)(Cl)Cl (centres undefined)
  14% | 0% | -5 | -10% | -15% | -7% | -2% | -1% | 1%
> COc1ccccc1CCC(=O)NNC(=O)c1ccccc1
  8% | 15% | -4 | 2% | 3% | -9% | 11% | -7% | -1%
> CSc1ncc(CN2CCCCC2C(=O)Nc2ccc(Oc3ccccc3)nc2)cn1 (centres undefined)
  12% | -9% | -6 | -11% | -21% | -15% | 10% | 2% | 19%
> Cc1c(Cl)cccc1NC(=S)C(=C([O-])c1ccc(Cl)s1)[n+]1ccccc1
  / | ? | -7 | 2% | / | -16% | / | 8% | -35%
> CC(=O)Nc1ccc(N(C(=O)c2ccco2)C(C(=O)NC2CCCC2)c2ccc(N3CCOCC3)cc2)cc1 (centres undefined)
  48% | -19% | -10 | -7% | -4% | -6% | -6% | -12% | -1%
> COc1ccc(C(=O)NCC2CCCN2S(=O)(=O)c2cccs2)cc1OC (centres undefined)
  / | -29% | -7 | -4% | / | -6% | -6% | 1% | -5%
> O=C(NCCNS(=O)(=O)c1ccc(C(F)(F)F)cc1)N1CCOCC1
  52% | ? | 0 | -22% | -1% | -17% | 17% | 9% | -27%
> Cc1cc(NC(=O)/C=C/C(=O)N(c2ccccc2C)C(C(=O)NC2CCCC2)c2ccc(F)cc2)no1 (centres undefined)
  29% | -16% | -7 | -21% | -10% | 1% | -4% | / | -5%
> CCOc1cc(NC(=O)C2CCCCC2)c(OCC)cc1NC(=O)c1ccco1
  ? | -8% | 3 | -7% | -10% | -18% | -3% | 4% | 27%
> O=C(NC(=S)Nc1ccccc1N1CCCCC1)c1ccco1
  12% | ? | -1 | -8% | 1% | -28% | -2% | 6% | -24%
> Cc1ccc2cc(CN(CCCO)S(=O)(=O)c3cccc4nsnc34)c(=O)[nH]c2c1C
  20% | 6% | 5 | 14% | -23% | -8% | -2% | 1% | -20%
> O=C(CNC(=O)c1ccccc1F)OCc1cc(=O)n2nc(C3CC3)sc2n1
  2% | -23% | 0 | 0% | -9% | -2% | / | 0% | 8%
> O=C(Cn1c(-c2cscn2)nc2ccccc21)Nc1ccc(Cl)cc1
  -3% | 3% | -5 | 2% | -1% | 1% | -3% | -13% | -16%
> Cc1ccc(CSc2ccc(-c3ccco3)nn2)cc1
  ? | ? | -4 | -11% | -7% | -25% | 2% | / | 2%
> Cc1ccc(/C(=N\O)c2oc3c(C)c4oc(=O)cc(C)c4cc3c2C)cc1
  28% | 0% | -1 | -13% | -18% | -3% | -6% | -2% | 2%
> CCOCc1cnc(C)nc1NCC(=O)c1c(C)[nH]c2cc(C)ccc12
  4% | ? | -10 | 4% | -16% | -5% | 19% | / | -14%
> COCCOC(=O)C1=C(C)NC(SCC(=O)NC(C)(C)C)=C(C#N)C1c1ccco1 (centres undefined)
  5% | 43%[activator] | 0 | -8% | -15% | -14% | 13% | -1% | -4%
> Nn1c(SCC(=O)Nc2cc(C(F)(F)F)ccc2Cl)nncc1=O
  5% | -4% | -2 | ? | -8% | ? | -4% | -10% | -1%
> CCOC(=O)c1[nH]c(C)c(CCC(=O)N2CCN(c3ccc(OC)cc3)CC2)c1C
  2% | -13% | -7 | -7%[60.1 µM] | 0% | -7% | / | 1% | -13%
> C=CCN(C(=O)c1csnn1)C(C(=O)NC(C)(C)C)c1ccncc1 (centres undefined)
  31% | 7% | -8 | 1% | -6% | -16% | -1% | 2% | -4%
> CCC1SC2=NC(C)=C(C(=O)OCCOC)C(/C=C/c3ccccc3OC)N2C1=O (centres undefined)
  6% | -3% | -1 | -11% | -21% | -11% | -4% | -4% | 0%
> Cc1ccc(-n2ncc3c(=O)n(CC(=O)N4CCCc5ccccc54)cnc32)cc1C
  -12% | 1% | -2 | -11% | 0% | -21% | 2% | 5% | -18%
> O=C(CN(CCc1ccccc1)C(=O)Cn1nnc(-c2cccs2)n1)NCc1ccco1
  ? | ? | -2 | -9% | -21% | -15% | 2% | / | -40%
> O=C(Nc1ccc(Cl)cc1)Nc1ccc2c(c1)OCO2
  -25% | 470%[activator] | -1 | -2% | 0% | -1% | 24% | -2% | 33%
> CCOc1ccc(CCNC(=O)CCc2c(C)nc3c4c(C)cc(C)nc4nn3c2C)cc1
  -3% | ? | -7 | -8% | -15% | / | / | 6% | -7%
> Cc1nn(C)c2c1c(-c1ccccc1)cc(=O)n2CC(=O)Nc1ccccc1C(F)(F)F
  0% | -29% | 1 | -2% | -5% | -11% | / | -5% | -17%
> O=C(Nc1ccc2nc3n(c(=O)c2c1)CCCC3)c1ccc(Cl)nc1
  / | -1% | -3 | 3% | / | -9% | / | 10% | ?
> CCN(c1ccc(OC)cc1)S(=O)(=O)c1ccc(-c2cc(C)no2)s1
  -20% | 4% | 0 | 10% | -13% | -23% | -14% | -7% | -7%
> CCOC(=O)C1C(c2cccs2)NC(=O)N(C)C1(O)C(F)(F)F (centres undefined)
  23% | ? | -3 | -5% | -17% | -5% | 0% | 0% | 8%
> COc1ccc(OC)c(C2N(c3ccc(Cl)cc3)C(=O)C3CCCN32)c1 (centres undefined)
  4% | 0% | 4 | -14% | 5% | 12% | -3% | -14% | 32%
> CCC(C)NC(=O)C(Cc1ccccc1)NS(=O)(=O)c1ccc2c(c1)oc(=O)n2C (centres undefined)
  19% | 0% | -3 | 17% | -3% | -11% | -3% | 6% | -1%[56.9 µM]
> C=CCNS(=O)(=O)c1ccc2nsnc2c1
  3% | -17% | 0 | -10%[60.1 µM] | 6% | 2% | 3% | / | 0%
> CCC1CN(S(=O)(=O)c2ccc3c(c2)NC(=O)CC(=O)N3)c2cc(Cl)ccc2O1 (centres undefined)
  -2%&-5% | -5%&-13% | -4&1 | -14% | -24%&-22% | -4%&-24% | -14% | 2%&3% | -9%&6%
> Cc1nn(-c2cccc(Cl)c2)c2nc(C(F)(F)F)[nH]c(=O)c12
  25% | -23% | -8 | -20% | 4% | -15% | 3% | 52%[activator] | 1%
> S=c1[nH]nc(CN2CCCCC2)n1Cc1ccccc1
  10% | -24% | -4 | -2% | -7% | -5% | -4% | -12% | -29%
> C[C@@H](C(=O)Nc1ccc(SC(F)F)cc1)N1C(=O)C2CCCCC2C1=O (some centres undefined)
  / | -5% | -2 | -15% | / | -15% | 16% | 4% | -18%
> CCOP(=O)(OCC)/C(=C/N1CCCCC1)NC(=O)c1ccccc1
  19% | ? | -1 | 2% | -6% | -18% | 16% | 7%[15.4 µM] | -12%
> COc1ccc(-c2cc(C(=O)NCCCN3CCOCC3)c3cc(C(C)C)ccc3n2)cc1
  19% | -26% | 0 | 3% | 2% | -9% | 6% | 18% | -17%[56.9 µM]
> COC(=O)c1ccc(NC(=O)CCn2cnnn2)cc1
  -22% | -2% | -5 | -7%[60.1 µM] | 4% | -14% | / | 1% | -12%
> CCC1CN(C(=O)N2CCC(C(=O)NCCOC)CC2)c2ccccc2O1 (centres undefined)
  1% | -20% | 0 | -3% | -8% | -6% | / | 4% | 5%
> CCCC/C(C)=N/NC(=O)c1cn(-c2ccccc2)nc1-c1ccccc1
  12% | 19% | -18 | -5%[60.1 µM] | -14% | 4% | 17% | 8% | 17%[11.4 µM]
> CCN1C(=O)[C@H]2[C@@H](c3ccc(-c4ccc(OC)cc4)c(OC)c3)N3CCCC[C@@]3(C(=O)OC)[C@H]2C1=O
  / | 3% | 1 | -15% | / | -18% | -27% | -5% | 16%
> COc1ccc(CC(=O)Nc2ccc(C(=O)NC(C)(C)C)cc2)cc1OC
  4% | 0% | 0 | -3% | -6% | -5% | 1% | 7% | 10%
> COc1cccc(N2CCN(C(=O)c3ccc(Cl)c(NC4=NC5CS(=O)(=O)CC5S4)c3)CC2)c1 (centres undefined)
  3% | -4% | -7 | -12% | 5% | -12% | 5% | 7% | 18%[11.4 µM]
> CCOC(=O)C1(Cc2ccccc2C(F)(F)F)CCN(CC(O)CO)CC1 (centres undefined)
  -1% | 15% | -2 | 1% | -7% | -6% | 0% | 0% | -30%
> CCC1CCCCN1Cc1nc2ccccc2c(=O)n1CC(C)=O (centres undefined)
  6% | 0% | -1 | 10% | -12% | 5% | 8% | 0% | -15%[56.9 µM]
> Cc1ccc(-c2nnn(CC(=O)NC3CCN(Cc4ccccc4)CC3)n2)cc1
  1% | -3% | -9 | -6% | -8% | 3% | 0% | 3% | 17%
> Cc1cc(C)nc(NC(=O)c2ccc(C)c([N+](=O)[O-])c2)n1
  -18% | 241%[activator] | -6 | -10% | 8% | -10% | ? | -2% | -17%
> COc1ccc(CCNC(=O)c2ccccc2-c2ccccc2C(=O)O)cc1OC
  3% | / | -5 | -6% | 30%[activator] | 7% | -4% | 6% | 16%
> CCOC(=O)C1CCN(c2c(NCc3ccc(C(=O)NCCC(C)C)cc3)c(=O)c2=O)CC1
  6% | 0% | -3 | -4% | -9% | -11% | -2% | 5% | ?

# Screens (PubChem)
